TDP1 inh – TDP1 (human) enzyme inhibition; Q9NUW8; AID 485290; recombinant TDP1, AlphaScreen DNA substrate cleavage; 350,000 compounds, 0.28% hits; Potency, µM (series often up to 130 µM), for inactives: top-dose activity change, negative = inhibition, hits mostly inhibitors; further: nearly all actives have a fitted effect of over 40% in size
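Here, a 5' biotin and 3' phosphotyrosine-FITC DNA oligonucleotide reports Tdp1 activity: intact substrate bridges AlphaScreen beads, while cleavage leaves a 3' phosphate and drops signal. All incubations at room temperature.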
FEN1 inhibitor – inhibitors of human flap endonuclease 1. Recombinant FEN1 flap cleavage, fluorescence, 15 min. Potency, µM (top dose mostly 114 µM), without a hit: at the top dose activity change, negative = inhibition, most hits filed as inhibitors. 390,000 compounds, 0.35% hits. P39748; further: nearly all actives have a fitted effect of over 65% in size
Target sequence (P39748 whole entry, looked up): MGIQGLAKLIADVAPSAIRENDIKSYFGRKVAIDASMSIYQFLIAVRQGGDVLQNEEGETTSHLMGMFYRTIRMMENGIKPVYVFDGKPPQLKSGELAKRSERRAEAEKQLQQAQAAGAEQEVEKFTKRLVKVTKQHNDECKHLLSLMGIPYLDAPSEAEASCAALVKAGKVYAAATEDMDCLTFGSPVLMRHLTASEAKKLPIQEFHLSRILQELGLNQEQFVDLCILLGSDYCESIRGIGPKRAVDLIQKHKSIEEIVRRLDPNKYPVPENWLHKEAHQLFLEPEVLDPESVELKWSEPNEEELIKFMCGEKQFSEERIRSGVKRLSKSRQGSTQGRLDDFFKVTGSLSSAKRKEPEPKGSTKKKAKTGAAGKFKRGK
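Recombinant FEN1 (10 nM) was preincubated with pin-transferred compounds for 15 min at room temperature, then flap DNA substrate (50 nM final) was added. Plates were read at 0 and 15 min, and normalized concentration–response data were fitted to a four-parameter Hill equation.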
N370S GC – N370S glucocerebrosidase modulation, Gaucher chaperone candidate; P04062; N370S GC spleen homogenate, 4MU-glucoside fluorescence; Potency, µM (titrated, usually from 59.4 µM), for inactives: top-dose activity change, negative = inhibition, hits mostly inhibitors; 330,000 compounds, 0.092% hits; AID 2101;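 further: 0% = full enzyme activity and -100% = no enzyme basal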
* = called active by the depositor; ? = inconclusive; . = not tested or not shown; & = joins results of further samples; [ ] = dose if it differs, or a comment. The call rests on the fitted dose curve; in most records, active means well fitted curve in the direction sought with a large enough effect; inconclusive means small, poorly fitted or top-dose-only effect, or another doubt; inactive means no such curve, though single readings can be large; an effect the other way counts as inactive or inconclusive. Unless noted, on the % scale 0 is the no-effect control and ±100 the full control effect; potency means the concentration at half of the fitted maximal effect.

SMILES	TDP1 inh	FEN1 inhibitor	N370S GC
COc1ccc(OC)c(NC(=O)/C=C/c2ccccc2[N+](=O)[O-])c1	0%	-6%	1%
CCC(=O)Nc1cccc(NC(=O)CSc2nnnn2Cc2ccccc2)c1	2%	-5%	6%
COc1ccc(CNC(=O)CCN2C(=S)NC(C)(C)CC2C)cc1 (stereo not given)	5%	-2%	6%
O=C(c1ccc(COc2ccc(F)cc2)o1)n1cccn1	-4%	-6%	3%
CC(CCc1ccccc1)N1CCN(Cc2ccccc2)CC1 (stereo not given)	-5%	3%	-4%
NC(=O)C1CCN(CC(=O)Nc2ccccc2Sc2ccccc2)CC1	3%	-5%	-11%
Clc1ccc2c(NCc3ccccn3)ccnc2c1	.	18%	1%
Cc1ccc(OCC(=O)Nc2ccc3c(c2)nc2n3CCOC2)cc1	1%	1%	4%
Cn1c(N)c(C(=O)CSc2nnc(C3CC3)n2Cc2ccccc2)c(=O)[nH]c1=O	-11%[56.1 µM]	-1%	.
Cc1nnc(SCC(=O)NNC(=O)c2ccccc2)n1N	0%	0%	.
COc1coc(C(O)C[N+](=O)[O-])cc1=O (stereo not given)	5%	10%	1%
CC1CCN(C(=O)c2nc[nH]c2C(=O)N2CCc3ccccc3C2)CC1	2%	24%	.
CCNc1cc(N2CCOCC2)nc(SC)n1	3%	6%	-3%
O=C(CSc1nnnn1-c1cccc(C(=O)O)c1)NC(c1ccccc1)c1ccccc1	2%	-4%	4%
C=CCOc1cccc(C2C(C(=O)c3ccco3)=C(O)C(=O)N2Cc2ccco2)c1 (stereo not given)	.	-11%	1%
O=S(=O)(c1ccc(F)cc1)c1nc(-c2ccc(F)cc2)oc1NCCN1CCOCC1	4%	2%	0%
CCOc1ccc(S(=O)(=O)N2CCCC(C(=O)NCc3ccccn3)C2)cc1Cl (stereo not given)	.	-2%	0%
CCN(C(=O)CSC1=Nc2ccccc2C2CC=NN12)C1CCS(=O)(=O)C1 (stereo not given)	5%	-4%	3%
COc1ccc(CCNC(=O)C/C(C)=N/NC(=O)C2CCCCC2)cc1OC	0%	-9%	-13%
Cc1ccc(C(=O)c2cn(CC(=O)NCc3ccccc3)c3nc(C)ccc3c2=O)cc1	-4%	1%	.
COc1ccc2c(c1)O[C@@H](c1ccc3c(c1)OCO3)[C@H](OC(=O)Nc1cc(OC)c(OC)c(OC)c1)C2=O	9%&5%	.	-10%&0%
CCCCCCCCCCCCCCCCCCc1ccc(C(=O)/C=C\C(=O)O)cc1	?	.	-4%
CC(=O)Nc1nonc1NC(C)=O	-2%	-7%	1%
CCNc1nc(NC(C)(C)C)nc(SCC(N)=O)n1	5%	14%	-4%
O=C(Nc1cccc2ccccc12)C1CCN(C(=O)Cc2ccccc2)CC1	8%	-2%	5%
Cc1nn(C)c(C)c1NC(=O)C12CC3CC(CC(C3)C1)C2	0%	6%	7%
COc1ccc(C)cc1NC(=O)c1cccc(-c2ccc(OC(C)=O)cc2)c1	0%[0.0935 µM]	-8%	-9%
COc1ccc(C(CC(=O)Nc2cc(C)ccn2)N2Cc3ccccc3C2=O)cc1 (stereo not given)	.	-2%	-8%
CN(C)CCNC(=O)C(=O)NCC(c1cccnc1)N1CCN(c2ccc(F)cc2)CC1 (stereo not given)	6%	1%	.
CC1(C)CC(=O)c2cc(-c3nc(-c4ccc(Cl)cc4)cs3)c(=O)n(-c3ccc(Cl)cc3)c2C1	-4%	-10%	.
C#Cc1ccc([C@@H]2C=C(C(=O)NCc3ccccc3)O[C@H](OCC)[C@H]2CCCO)cc1	6%	-15%	9%
C=C1C(=O)C=C2CN(C(=O)c3ccccc3)[C@@](Cc3ccc(F)cc3)(C(=O)OC)[C@@H]12	4%&8%	-23%	8%&-16%
O=C1c2ccccc2S(=O)(=O)N1CCOc1ccc(F)cc1	2%	-15%	3%
NCCC[C@@H](CC(=O)N[C@@H]1CCNC[C@H]1C(=O)N[C@H](CC(=O)N[C@@H](CCC(=O)O)CC(=O)O)Cc1ccccc1)NC(=O)C[C@H](CO)NC(=O)[C@@H]1CCCC[C@H]1N	3%	.	7%
COc1ccc(-c2nc3ccccc3s2)cc1NC(=O)c1ccccc1F	-1%	17%	.
Cc1ccccc1N(C(=O)CNC(=O)c1ccco1)C(C(=O)NC1CCCC1)c1ccncc1 (stereo not given)	-4%[0.0935 µM]	-8%	-26%
CSc1nc(N(C)NC(=O)c2ccc(F)cc2)c2ccccc2n1	0%	-4%	13%
CCOC(=O)c1c(C)[nH]c(C(=O)OCC(=O)N2CCc3ccccc32)c1C	3%	1%	-5%
COc1ccc(-c2cc3cc4c(cc3cn2)OCO4)cc1	0%	8%	.
CC(C)c1ccc(OCc2cc(=O)n3c4c(sc3n2)CCCC4)cc1	-1%	-7%	.
Cc1nc(C)c(C(=O)C2=C(O)C(=O)N(CCN3CCOCC3)C2c2ccco2)s1 (stereo not given)	1%	-1%	1%
CCCCn1c(SCC(=O)N2CC(C)CC(C)C2)nc2cc(S(N)(=O)=O)ccc21 (stereo not given)	2%	-17%	9%
COCCNC(=O)CSc1ncnc2sccc12	2%	2%	3%
Cn1c(CCNC(=O)C2CCCCC2)nc2cc(NC(=O)c3cccs3)ccc21	2%	-3%	-6%
CCCOc1ccc(CNC(=O)Cc2cccs2)cc1	.	16%	-7%
CCc1nn(-c2ccccc2)c2nc(-c3ccccc3OC)c3cc(OC)c(OC)cc3c12	-8%[12.3 µM]	-4%	.
CC1(C2CC2)NC(=O)N(CC(=O)N2CCN(S(=O)(=O)c3ccc(F)c(F)c3)CC2)C1=O (stereo not given)	-1%	-3%	.
CCCCC1=CC2=CC(=O)C(C)(OC(=O)CC)C(=O)C2=CN1CCc1ccccn1 (stereo not given)	16%[12.3 µM]	1%	3%[12.8 µM]
COCCN(C(=O)COC(=O)/C=C/c1cccc(C(F)(F)F)c1)c1c(N)n(CC(C)C)c(=O)[nH]c1=O	1%	1%	.
CC(C)CC(=O)NC(=S)NCc1ccccc1	0%	-1%	7%
Cc1cccc(C)c1-n1c(SCC(=O)N2CC(=O)Nc3ccccc32)nc2ccccc2c1=O	5%	-2%	-4%
COCCN(Cc1nc(C2(c3ccc(C)cc3)CCCC2)no1)C(C)C	-7%	-8%	2%
C=CCn1c(=S)sc2c(=O)[nH]cnc21	0%	-15%	-13%
O=C(Nc1ccccc1N1CCOCC1)c1ccc([N+](=O)[O-])s1	7%	2%	.
N=c1c2c(-c3ccccc3)c(-c3ccccc3)n(Cc3ccccc3)c2ncn1CCCO	-5%	-1%	-1%
CSc1ccccc1NC(=O)CN(C)C(C)C(=O)NCc1ccc2c(c1)OCO2 (stereo not given)	4%	-14%	.
CC1=C(C(=O)Nc2ccccc2)C(c2ccncc2)n2nc(SCc3ccccc3F)nc2N1 (stereo not given)	9%	-1%	.
COc1cccc(C(=O)NNC(=O)c2ccccc2-n2cccc2)c1	-2%	0%	-2%
CCCn1c2ccccc2c2cnn(CC(=O)NC3CCCCC3)c(=O)c21	-1%	3%	?
COc1ccc(-c2ccc(CCC(=O)O)n2C(C)C)cc1	7%	-9%	20%

Ordered by the number under N370S GC (low to high): seven of the compounds above
Molecule	N370S GC
COc1ccc(CCNC(=O)C/C(C)=N/NC(=O)C2CCCCC2)cc1OC	-13%
CCNc1cc(N2CCOCC2)nc(SC)n1	-3%
COc1cccc(C(=O)NNC(=O)c2ccccc2-n2cccc2)c1	-2%
C=CCOc1cccc(C2C(C(=O)c3ccco3)=C(O)C(=O)N2Cc2ccco2)c1 (stereo not given)	1%
O=C(Nc1cccc2ccccc12)C1CCN(C(=O)Cc2ccccc2)CC1	5%
COc1ccc(CNC(=O)CCN2C(=S)NC(C)(C)CC2C)cc1 (stereo not given)	6%
Cc1nn(C)c(C)c1NC(=O)C12CC3CC(CC(C3)C1)C2	7%

Reprinted at random: 4 entries already listed.
SMILES	TDP1 inh	FEN1 inhibitor	N370S GC
CC(C)CC(=O)NC(=S)NCc1ccccc1	0%	-1%	7%
C=CCn1c(=S)sc2c(=O)[nH]cnc21	0%	-15%	-13%
CCCCn1c(SCC(=O)N2CC(C)CC(C)C2)nc2cc(S(N)(=O)=O)ccc21 (stereo not given)	2%	-17%	9%
COc1cccc(C(=O)NNC(=O)c2ccccc2-n2cccc2)c1	-2%	0%	-2%

(next part)
SMILES	TDP1 inh	FEN1 inhibitor	N370S GC
CN(C)C(=O)CSc1nc2ccc(C(=O)c3ccccc3)cc2[nH]1	.	-14%	3%
Cn1nc(C(F)(F)F)c(C(=O)Nc2ccc(F)cc2F)c1Sc1ccc(Cl)cc1	-7%	-20%	?
O=C1c2ccccc2C(=O)C1c1ccccc1F	.	-4%	-5%
COc1ccc(-c2c(C)cc3oc(=O)cc(-c4ccccc4)c3c2C)cc1OC	-2%[56.1 µM]	4%	10%[89.1 µM]
COc1cc(/C=C/c2cc(C(=O)O)c3ccccc3n2)cc(OC)c1O	?	?	-4%
COc1ccc(-c2cc3nc(-c4ccccc4)cc(N4CCCC(O)C4)n3n2)cc1 (stereo not given)	-13%	-26%	?
COc1ccc(C(C)=O)cc1COc1ccc(Cl)c(C)c1	4%	-25%	13%
O=C(NC1CC1)c1ccc2c(Cl)c3c(nc2c1)CCCC3	0%	-7%	6%
CC1CCN(C(=O)COC(=O)c2ccc(Br)o2)CC1	9%	-1%	3%
Fc1ccc(COc2ccccc2CNc2nn[nH]n2)cc1	1%	1%	-3%
Cc1nc2c(C(=O)N(C)Cc3ccccc3)c[nH]n2c(=O)c1Cc1ccc(Cl)cc1	4%	?	.
COc1ccc(C(=O)N(Cc2ccc(N(C)C)cc2)CC2CCCO2)cc1 (stereo not given)	2%	22%	.
Cc1ccccc1N1C(=O)C2ON(c3ccccc3)C(c3ccco3)C2C1=O (stereo not given)	-11%	-17%	-24%
O=C(Cc1ncc(C(F)(F)F)cc1Cl)N1CCN(c2ccccn2)CC1	6%	0%	7%
Cc1ccc(-n2ncc3c(=O)n(Cc4cccnc4)cnc32)cc1	-4%	6%	1%[2.35 µM]

Reformatted bar-delimited: entries from further up
structure | TDP1 inh | FEN1 inhibitor | N370S GC
COc1ccc(-c2cc3nc(-c4ccccc4)cc(N4CCCC(O)C4)n3n2)cc1 (stereo not given) | -13% | -26% | ?
COc1ccc(C(C)=O)cc1COc1ccc(Cl)c(C)c1 | 4% | -25% | 13%
O=C(NC1CC1)c1ccc2c(Cl)c3c(nc2c1)CCCC3 | 0% | -7% | 6%
CC1CCN(C(=O)COC(=O)c2ccc(Br)o2)CC1 | 9% | -1% | 3%
Fc1ccc(COc2ccccc2CNc2nn[nH]n2)cc1 | 1% | 1% | -3%

Compound activity (PubChem BioAssay)
